High-throughput results: PubChem BioAssay, National Center for Advancing Translational Sciences (NCATS)
A549 viability: kills or reduces viability of A549 cells in Nrf2 counter-screen; A549 ARE-Fluc cells, CellTiter-Fluor viability, 18-24 h; Potency, µM (titrated, usually from 46 µM), without a hit: at the highest dose activity change, negative = cytotoxicity, usual class: inhibitors; actives 0.16% (n = 390,000); note: potency is the fitted concentration of half-maximal effect; % is set by controls: 0 for no effect and ±100 for the full control effect
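A549 ARE_Fluc cells in 5% FBS OPTI-MEM were exposed to compounds in concentration-response for 18-24 h at 37 deg C. Viability was read by CellTiter-Fluor fluorescence (Ex 405/Em 525) after 30 min, before the luciferase read.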
TGFb SMAD3 inh: TGF-b pathway inhibition; HepG2 CAGA-GFP TGF-b/SMAD3 reporter, GFP fluorescence, 18 h; TGF-beta stimulated, 500 pg/mL final; Potency, µM (highest dose often 46.1 µM), for the others: at the top dose activity, negative = inhibition, actives largely listed as inhibitors; actives 1.2% (n = 410,000); AID 588855; note: potency is the fitted concentration of half-maximal effect; % is set by controls: 0 for no effect and ±100 for the full control effect; nearly all actives have a fitted effect of over 65% in size
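First, reporter cells (HEPG2 CAGA-GFP) rested 2 h at 37 degrees C. Next, compounds were pinned in and TGF-beta added to 500 pg/mL final. After 18 h, GFP was imaged per cell and summed per well.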
Akt phos inh: blocks phosphorylation of Akt | activity change, % for hits at 50 µM | Neuro2A IGF-stimulated pAkt S473 HTRF, 20 min; active compounds read low | AID 651550 | actives 0.32% (n = 360,000); in the data active = activity change below about -80%; inconclusive = mostly about -51% to -80%; note: % is set by controls: 0 for no effect and ±100 for the full control effect
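Single-point screen (50 µM final compound) in Neuro2A cells stimulated 20 min with 6 nM IGF at 37 deg C. After lysis, Ser473-phosphorylated Akt read by HTRF (ex 330 nm, em 615/665 nm) as the 665/615 ratio.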
Nrf2 block: Nrf2 pathway inhibition; A549 ARE-Fluc reporter, luciferase luminescence, 18-24 h; Potency, µM (highest dose often 46 µM), for the others: at the top dose activity change, negative = inhibition, usual class: inhibitors; actives 2.1% (n = 360,000); AID 504444; note: potency is the fitted concentration of half-maximal effect; % is set by controls: 0 for no effect and ±100 for the full control effect; nearly all actives have a fitted effect of over 60% in size
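Two sequential reads on A549 ARE_Fluc cells exposed to compound for 18-24 h: a CellTiter-Fluor fluorescence read for viability, then a luciferase luminescence read for Nrf2/ARE activity.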
EPAC2 ag: EPAC2 (human) agonism | Q8WZA2 | EPAC2 activation, biochemical qHTS; response scale: 100% = 6.5 mM cAMP response | actives 0.079% (n = 360,000) | Potency, µM (titrated, usually from 154 µM), for the others: top-dose activation, actives largely listed as activators; note: potency is the fitted concentration of half-maximal effect; nearly all actives have a fitted effect of over 50% in size
Target sequence (Q8WZA2 whole entry, looked up): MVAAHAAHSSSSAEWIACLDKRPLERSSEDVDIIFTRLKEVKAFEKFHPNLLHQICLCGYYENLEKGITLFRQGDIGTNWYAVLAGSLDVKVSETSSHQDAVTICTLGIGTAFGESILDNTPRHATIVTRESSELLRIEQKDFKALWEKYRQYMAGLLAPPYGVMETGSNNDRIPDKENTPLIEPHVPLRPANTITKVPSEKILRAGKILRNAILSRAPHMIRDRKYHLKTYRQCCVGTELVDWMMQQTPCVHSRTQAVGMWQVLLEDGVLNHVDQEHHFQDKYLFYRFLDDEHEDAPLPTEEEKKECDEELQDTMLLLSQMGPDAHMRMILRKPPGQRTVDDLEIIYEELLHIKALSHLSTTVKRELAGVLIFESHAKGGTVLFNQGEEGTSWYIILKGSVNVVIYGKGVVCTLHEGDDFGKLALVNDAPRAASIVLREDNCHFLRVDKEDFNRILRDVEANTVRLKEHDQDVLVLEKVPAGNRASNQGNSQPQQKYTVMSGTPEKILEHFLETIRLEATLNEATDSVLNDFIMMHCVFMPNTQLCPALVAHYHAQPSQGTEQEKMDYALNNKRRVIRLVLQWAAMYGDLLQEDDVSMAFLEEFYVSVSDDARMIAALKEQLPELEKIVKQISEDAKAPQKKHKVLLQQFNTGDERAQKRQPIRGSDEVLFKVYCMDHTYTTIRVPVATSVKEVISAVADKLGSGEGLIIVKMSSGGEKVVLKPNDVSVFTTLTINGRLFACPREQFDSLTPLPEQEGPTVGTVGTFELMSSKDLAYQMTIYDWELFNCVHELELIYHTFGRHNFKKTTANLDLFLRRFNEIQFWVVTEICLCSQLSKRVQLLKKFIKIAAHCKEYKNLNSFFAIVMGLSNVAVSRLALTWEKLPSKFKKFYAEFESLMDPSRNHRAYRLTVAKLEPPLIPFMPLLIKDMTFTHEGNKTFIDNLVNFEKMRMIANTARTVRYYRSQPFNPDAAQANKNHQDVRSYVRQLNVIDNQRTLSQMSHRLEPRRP
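Fluorescence exchange assay: 100 nM EPAC2 with 250 nM RAP1B-BODIPY-GDP and 50 uM GDP; compounds tested as a concentration-titration series (qHTS). Loss of Rap1-bound BODIPY-GDP fluorescence read at 480/540 nm; data normalized to 6.5 mM cAMP.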
MmCpn inh: M. maripaludis TRiC chaperonin inhibition | purified Mm-Cpn ATPase, ADP Transcreener TR-FRET | Potency, µM (doses to about 76.9 µM), for the others: at the top dose activity, negative = inhibition, actives largely listed as inhibitors | actives 0.031% (n = 330,000); note: potency is the fitted concentration of half-maximal effect; % is set by controls: 0 for no effect and ±100 for the full control effect; nearly all actives have a fitted effect of over 80% in size
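Quantitative HTS used 25 nM Mm-CPN and 10 uM ATP in magnesium/KCl Tris buffer, pH 7.4, with 1 mM DTT. Hydrolysis ran 30 min at 37°C; ADP was read by HTRF.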
CCT modulator: cytosolic chaperonin activity modulation | purified chaperonin ATPase assay, HTRF ADP detection, 30 min | activity change, % (no concentration beside the values), hits read low | actives 0.3% (n = 360,000); in the data active = activity change below about -30%; note: % is set by controls: 0 for no effect and ±100 for the full control effect
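First, chaperonin was dispensed at 40 nM or 20 nM final depending on batch activity. Next, compounds were pinned at 76 uM and ATP added at 10 uM. After 30 min at 37 °C, ADP detection reagents ran 30 min at ambient temperature.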
Nrf2 ARE act: activators of Nrf2 (ARE) signaling | actives 0.31% (n = 410,000) | Potency, µM (top dose mostly 46.1 µM), for inactives: top-dose activation, actives largely listed as activators | AID 624171 | AREc32 ARE-luciferase reporter (MCF7-derived line), luminescence, 24 h; note: potency is the fitted concentration of half-maximal effect; % of control where 0% means no effect; nearly all actives have a fitted effect of over 65% in size
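Reporter line AREc32 (ARE-Fluc), seeded overnight in OPTI-MEM with 5% FBS; compound pin-transferred, 24 hr at 37 deg C, 5% CO2; luminescent read-out.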
EPAC2 antag: blocks human EPAC2 exchange factor; Q8WZA2; EPAC2 GEF exchange of Rap1B-BODIPY-GDP, fluorescence; Potency, µM (highest dose often 114 µM), without a hit: top-dose activity, negative = inhibition, usual class: inhibitors; actives 0.18% (n = 360,000); AID 720708; note: potency is the fitted concentration of half-maximal effect; % is set by controls: 0 for no effect and ±100 for the full control effect; nearly all actives have a fitted effect of over 45% in size; many of its hits are not listed in these tables
An asterisk follows results filed as active; i = inactive; u = inconclusive; x = no result given; & = joins results of further samples; [ ] = dose if it differs, or a comment. Unless noted, calls come from the whole dose curve; as a rule, active = well fitted curve in the direction sought with a large enough effect; inconclusive = small, poorly fitted or top-dose-only effect, or another doubt; inactive = no such curve, though single readings can be large; an effect the other way counts as inactive or inconclusive. A portion of the library; the hit share may differ from the screen's.

#1 CCOC(=O)C1=C(CN2CCC(C)CC2)NC(=O)NC1c1ccc(OC(C)C)cc1 (centres undefined)
#2 O=C(Nc1c2ccccc2nc2ccccc12)C(Cl)(Cl)Cl
#3 CC1Cc2ccccc2N1C(=O)CSc1nnnn1C (centres undefined)
#4 O=S(=O)(/C=C/c1ccccc1)N1CCc2ccccc2C1
#5 CC(C(=O)NCc1ccco1)c1ccc([N+](=O)[O-])cc1 (centres undefined)
#6 Cn1c(=O)cc(SCC(=O)NCc2cccnc2)c2ccccc21
#7 O=C(O)CCC(=O)N1CCc2cc(S(=O)(=O)NCCc3ccc(Cl)cc3)ccc21
#8 Cc1noc(C)c1S(=O)(=O)Nc1ccc2c(c1)C(=O)N([C@@H](C)CO)C[C@H](C)[C@@H](CN(C)Cc1ccc(C(F)(F)F)cc1)OCCCC[C@H](C)O2
#9 CC(=O)NS(=O)(=O)c1ccc(N=NN2CCCCC2)cc1
#10 COc1ccc(N2CCN(c3oc(/C=C/c4cccc(OC)c4)nc3C#N)CC2)cc1

Compound | 1 | 2 | 3 | 4 | 5 | 6 | 7 | 8 | 9 | 10
A549 viability | -11% | -1% | -15% | 6% | -19% | -10% | 4% | x | 9% | 14%
TGFb SMAD3 inh | u | u | 5% | -2% | 5% | 6% | -4% | 10µM* | -13% | 1%
Akt phos inh | x | x | i | i | i | i | i | i | i | x
Nrf2 block | u | u | -20% | 1% | u | 0% | -6% | x | 3% | 12%
EPAC2 ag | x | 0%[15.6 µM] | 5% | 13% | 5% | 5% | 10% | 9% | 9% | x
MmCpn inh | x | -1% | 0% | 3% | 1% | 0% | -2% | x | 1% | x
CCT modulator | x | 0.3 | -1.9 | 0.2 | -3.7 | -0.2 | 0.9 | -2.2 | -3.3 | x
Nrf2 ARE act | 0.0% | 4.3% | 0.3% | -0.4% | 0.3% | -0.6% | -0.3% | 1.7% | -0.1% | -0.5%
EPAC2 antag | x | 9% | -5% | -11% | 5% | 9% | -2% | -19% | -2% | x

#11 COCCN(C(=O)COC(=O)/C=C/c1ccc2ccccc2n1)c1c(N)n(Cc2ccccc2)c(=O)[nH]c1=O
#12 Cc1noc(C)c1C(=O)OCC(=O)NCCc1ccc(Cl)cc1
#13 COc1ccccc1N1CCN(C(=O)Cn2ncc3c(=O)oc4ccccc4c32)CC1
#14 Cc1cc2c(ncn2C(C)C)c(N)c1C
#15 Cc1cc(N2CCOCC2)nc(N2CCOCC2)n1
#16 Cc1ccc(S(=O)(=O)N2CCCC2c2nc3ccccc3s2)cc1 (centres undefined)
#17 Cc1ccc2c(c1)N(CC(=O)N1CCCCC1)C(=O)CO2
#18 Cc1onc(C(=O)N2CCN(c3ccccc3)CC2)c1[N+](=O)[O-]
#19 Cc1ccc(CC(=O)Nc2ccc(C(=O)N3CCOCC3)cc2)cc1
#20 Cc1cc(C(=O)N2CCCC(C(=O)c3cccc(C(F)(F)F)c3)C2)n[nH]1 (centres undefined)

Compound | 11 | 12 | 13 | 14 | 15 | 16 | 17 | 18 | 19 | 20
A549 viability | 4% | 13% | 6% | -10% | 13% | -21% | -2% | 4% | -4% | -16%
TGFb SMAD3 inh | -27% | 10% | u | -25% | u | -6% | -10% | -4% | -6% | -9%
Akt phos inh | i | i | x | x | i | i | i | i | i | i
Nrf2 block | -29% | 3% | 5% | 3% | 4% | u | -5% | -7% | 4% | 18µM*
EPAC2 ag | -4% | 8% | x | 2% | -3% | 24% | 13% | 13% | 0% | -1%
MmCpn inh | -1% | -3% | x | -1% | 0%&-8% | 1% | 1% | -5% | 2% | 2%
CCT modulator | -3.3 | 1.2 | x | 1.6 | -3.3 | -0.5 | -0.1 | -1.3 | -4.1 | 3.0
Nrf2 ARE act | u | -0.8% | -0.3% | -0.1% | -0.3% | 0.2% | -0.7% | 12% | -0.6% | 0.3%
EPAC2 antag | 23% | -4% | x | 5% | 1% | -7% | -3% | 19% | -12% | -21%

Three of the entries above in order of their number in CCT modulator, rising.
| # | Structure | TGFb SMAD3 inh | Akt phos inh | MmCpn inh | CCT modulator | EPAC2 antag |
| --- | --- | --- | --- | --- | --- | --- |
| 6 | Cn1c(=O)cc(SCC(=O)NCc2cccnc2)c2ccccc21 | 6% | i | 0% | -0.2 | 9% |
| 7 | O=C(O)CCC(=O)N1CCc2cc(S(=O)(=O)NCCc3ccc(Cl)cc3)ccc21 | -4% | i | -2% | 0.9 | -2% |
| 14 | Cc1cc2c(ncn2C(C)C)c(N)c1C | -25% | x | -1% | 1.6 | 5% |

Random excerpt: 2 compounds from above.
#2 O=C(Nc1c2ccccc2nc2ccccc12)C(Cl)(Cl)Cl
#18 Cc1onc(C(=O)N2CCN(c3ccccc3)CC2)c1[N+](=O)[O-]

Compound | 2 | 18
A549 viability | -1% | 4%
TGFb SMAD3 inh | u | -4%
Akt phos inh | x | i
Nrf2 block | u | -7%
EPAC2 ag | 0%[15.6 µM] | 13%
MmCpn inh | -1% | -5%
CCT modulator | 0.3 | -1.3
Nrf2 ARE act | 4.3% | 12%
EPAC2 antag | 9% | 19%

Results in MmCpn inh, Nrf2 block and CCT modulator (two entries from above):
No.	SMILES	MmCpn inh	Nrf2 block	CCT modulator
14	Cc1cc2c(ncn2C(C)C)c(N)c1C	-1%	3%	1.6
17	Cc1ccc2c(c1)N(CC(=O)N1CCCCC1)C(=O)CO2	1%	-5%	-0.1

Other structures:
item	Molecule	A549 viability	TGFb SMAD3 inh	Akt phos inh	Nrf2 block	EPAC2 ag	MmCpn inh	CCT modulator	Nrf2 ARE act	EPAC2 antag
21	COc1ccc(-c2noc(CSc3nnc(Cc4ccccc4)n3-c3cccc(C)c3)n2)cc1	u	u	x	23µM*	x	x	x	-0.4%	x
22	CC(Oc1ccc(NC(=O)c2ccco2)cc1)C(=O)N1c2ccccc2CC1C (centres undefined)	-12%	-14%	i	-33%	3%	-7%	-0.5	-0.7%	1%
23	Cc1cccc(C)c1Nc1nc2ccccc2o1	-2%	-11%	i	2%	8%	-1%	0.9	3.4%	-21%
24	O=C(COc1ccc(S(=O)(=O)NCCc2ccccc2)cc1)N1CCCC1	18%	1%	i	-6%	-2%	0%	-0.2	0.4%	2%
25	CC(=O)Nc1ccc(S(=O)(=O)N2CCN(S(=O)(=O)c3ccccc3)CC2)cc1	6%	-2%	i	13%	-7%	0%	-0.5	0.0%	-3%
26	C/C(=N\NC(=S)NCCc1ccccc1)c1ccc(C#N)cc1	-11%	7%	i	18%	-7%	1%	-1.6	-0.4%	4%
27	O=C(c1nsc(Cl)c1Cl)N1CCCCC1	-2%	2%	i	-29%	7%	1%	-2.5	0.1%	5%
28	COc1ccc(-c2ccc(OC)cc2)cc1	-4%	2%	i	u	4%	2%	-0.5	-0.3%	7%
29	CN(CCOc1ccccc1)C(=O)c1ccc(N2CCCC2)c([N+](=O)[O-])c1	9%	-2%	i	4%	21%	2%	-3.4	-0.2%	-5%
30	COc1ccccc1NS(=O)(=O)c1ccc(/C=C/C(=O)O)cc1	2%	5%	i	-2%	-1%	-1%	0.0	-0.4%	1%
31	CCCCCCC1CC(=O)NC(=O)N1 (centres undefined)	-6%	7%	i	3%	6%	1%	0.1	-0.7%	7%
32	O=C(c1n[nH]c2ccccc12)N1CCN(c2ccc(F)cc2)CC1	0%	-4%	i	-22%	-2%	-7%	-7.7	2.9%	2%
33	C[C@H](NC(=O)c1cc2cc(Cl)ccc2n1C)C(=O)N[C@@H](Cc1ccccc1)C(=O)O	1%	0%	i	2%	3%	-3%	-2.7	-1.1%	0%
34	C=C1CCN([C@@H](Cc2ccccc2)C(=O)NCc2ccc(Cl)cc2)S(=O)(=O)c2ccccc21	10%	-19%	i	7%	0%	x	-1.4	3.7%	-13%
35	CC(C)Oc1ccc(C(=O)Nc2ccc(N3CCCC3)cc2)cc1	2%	22%	i	u	4%	-1%	-0.9	0.4%	-7%

Later entries:
item	Molecule	A549 viability	TGFb SMAD3 inh	Akt phos inh	Nrf2 block	EPAC2 ag	MmCpn inh	CCT modulator	Nrf2 ARE act	EPAC2 antag
36	Cc1nc(Sc2ccccc2)c(C#N)cc1-c1ccccc1	10%	19%	i	x	0%	-4%	-0.2	0.2%	2%
37	NC(=O)NNc1ncc(C(F)(F)F)cc1Cl	-2%	5%	i	1%	-2%	1%	-0.8	0.1%	4%
38	O=C(CSc1nc2c(c(=O)n1-c1ccc(F)cc1)SCC2)N1CCCC1	5%	20%	i	x	2%	1%	1.0	-0.4%	-14%
39	S=C1NC2(CCCCC2)N=C1c1ccccc1	5%	3%	i	u	-10%	2%	2.1	0.2%	5%
40	CC1CCCN(C(=O)C2CCN(C(=O)Nc3ccccc3)CC2)C1 (centres undefined)	-5%	4%	i	13%	9%	4%	-3.8	-0.6%	4%
41	CCOC(=O)c1c(NC(=O)c2cc3ccccc3c(=O)o2)sc2c1CCC(C(C)(C)C)C2 (centres undefined)	-6%	-18%	x	20%	x	x	x	1.2%	x
42	CC(C)(C)OC(=O)COc1cc(O)c2c(=O)cc(-c3ccccc3)oc2c1	-2%	-22%	i	u	8%	1%	-0.5	3.4%	3%
43	CCOc1ccc(N(CC(=O)NCCc2ccc(F)cc2)S(=O)(=O)c2ccccc2)cc1	-2%	-29%	i	-19%	4%	1%	-6.0	5.3%	2%
44	COc1ccccc1CC(=O)Nc1ccc(C(=O)N2CCCCC2)cc1	-3%	-25%	i	6%	0%	-10%	-1.2	-0.3%	-2%
